Bioassay records as filed in PubChem.
EBI2 antag: blocks human EBI2 receptor beta-arrestin signaling | P32249 | EBI2 beta-arrestin recruitment, luminescence, 7a,25-OHC stimulated | inhibition, % at 5 µM | 0.81% of 360,000 active | AID 651636; in the data active means inhibition above about 38%;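 further: enzyme fragment complementation signal reports receptor beta-arrestin coupling in cells; 0% = agonist plus DMSO wells and 100% = wells without agonist; some results beyond the cut were filed as inactive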
CCR6 antag: antagonists of human CCR6 receptor | P51684 | CHO-K1 CCR6 PathHunter beta-arrestin, luminescence, CCL20-stimulated | inhibition, % at 20 µM | 0.49% of 340,000 active;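 active means compounds whose inhibition of the agonist-driven luminescence signal at 20 µM reaches about 50%, limit read from the data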;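 further: cells stimulated with CCL20 at 14 nM final; plate controls were DMSO with CCL20 for no effect and DMSO without agonist for full effect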
UBC13 polyUb: inhibitors of human UBC13 polyubiquitin chain formation. P61088. TR-FRET. inhibition, % at 20 µM. 0.47% of 330,000 active. AID 485273; in the data active means inhibition above about 45%, passing the limit was not always enough; inconclusive means no clear call, values can overlap the other calls
Target sequence (P61088 whole entry, looked up): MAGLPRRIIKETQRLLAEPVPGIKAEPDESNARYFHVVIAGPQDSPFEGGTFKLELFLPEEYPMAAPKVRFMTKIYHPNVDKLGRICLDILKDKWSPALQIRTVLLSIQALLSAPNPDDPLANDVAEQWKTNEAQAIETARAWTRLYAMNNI
Gli-Sufu block: Gli-Sufu pathway antagonism | inhibition, % at 5 µM | AID 588413 | Sufu-KO-LIGHT fibroblasts, Gli luciferase reporter luminescence | 0.74% of 340,000 active;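 active means inhibition above about 55%, limit read from the data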;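 further: 0% = DMSO-treated cells and 100% = wells with medium but no cells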
697 NFkB inh: lowers PMA/ionomycin-induced NF-kB signal in 697 B cells; 697 B-cell NF-kB luciferase reporter, 16 h; inhibition, % at 4 µM; 0.33% of 330,000 active; in the data active means inhibition above about 35%
APJ antagonist: blocks the human apelin receptor APJ; inhibition, % at 20 µM; CHO-K1 APJ beta-arrestin complementation, luminescence; AID 2521; 0.32% of 330,000 active;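 active means inhibition above about 40% at 20 µM, limit read from the data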;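 further: cells challenged with 10 nM apelin-13 agonist together with compound; plate controls were apelin-13 plus DMSO wells for no effect and DMSO wells lacking apelin-13 for full effect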
Target sequence (P35414 whole entry, looked up): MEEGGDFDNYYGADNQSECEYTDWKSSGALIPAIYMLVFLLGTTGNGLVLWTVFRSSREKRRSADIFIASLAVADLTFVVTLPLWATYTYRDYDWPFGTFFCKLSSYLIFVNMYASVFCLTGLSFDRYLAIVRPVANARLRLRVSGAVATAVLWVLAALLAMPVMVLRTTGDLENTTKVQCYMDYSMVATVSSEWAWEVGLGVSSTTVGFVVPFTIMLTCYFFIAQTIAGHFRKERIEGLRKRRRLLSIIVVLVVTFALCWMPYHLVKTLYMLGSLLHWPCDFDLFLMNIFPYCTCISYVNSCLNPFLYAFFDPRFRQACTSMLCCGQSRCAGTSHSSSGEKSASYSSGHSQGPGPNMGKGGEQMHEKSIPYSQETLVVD
Jurkat NFkB inh: inhibitors of the PMA/ionomycin-induced NF-kB reporter in Jurkat cells | PMA/ionomycin-induced NF-kB luciferase reporter, luminescence | inhibition, % at 4 µM | 0.53% of 330,000 active; in the data active means inhibition above about 50%
CXCR6 inh: CXCR6 (human) receptor inhibition; O00574; CHO-K1 PathHunter CXCR6 beta-arrestin, luminescence; inhibition, % at 20 µM; 0.36% of 360,000 active; AID 602244; in the data active means inhibition above about 34%, passing the limit was not always enough;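 further: antagonist mode with CXCL16 agonist at 10 nM final; 0% = 10 nM CXCL16 with DMSO and 100% = unstimulated wells without agonist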
Target sequence (O00574 whole entry, looked up): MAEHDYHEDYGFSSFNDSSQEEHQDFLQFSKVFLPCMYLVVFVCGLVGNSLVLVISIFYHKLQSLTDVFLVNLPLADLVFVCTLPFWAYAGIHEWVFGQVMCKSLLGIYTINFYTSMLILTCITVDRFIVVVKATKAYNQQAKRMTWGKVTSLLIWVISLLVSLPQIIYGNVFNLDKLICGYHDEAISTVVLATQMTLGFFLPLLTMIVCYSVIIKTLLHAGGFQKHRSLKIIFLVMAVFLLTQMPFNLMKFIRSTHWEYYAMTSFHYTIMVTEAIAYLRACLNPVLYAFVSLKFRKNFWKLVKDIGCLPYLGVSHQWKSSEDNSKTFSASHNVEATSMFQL
The depositor's hits bear a star; ? = inconclusive; / = not tested or not shown.

SMILES	EBI2 antag	CCR6 antag	UBC13 polyUb	Gli-Sufu block	697 NFkB inh	APJ antagonist	Jurkat NFkB inh	CXCR6 inh
COc1ccc(NC(=O)CSc2nnc(CNC(=O)c3ccco3)o2)c(OC)c1	0.4	4.1	0.6	3.1	-3.0	10.3	6.0	-7.3
CNS(=O)(=O)c1ccc2nc(NC(=O)c3ccc(N4C(=O)CCC4=O)cc3)sc2c1	-2.3	-4.6	4.1	-6.8	27.9	14.2	3.1	-2.2
C=CCn1c(SCC)nc2sc3c(c2c1=O)CCc1ccccc1-3	15.3	0.3	1.2	-3.2	-12.7	-0.6	-2.7	0.7
Cc1cc2oc(=O)cc(CN3CCOCC3)c2c(C)c1Cl	-0.5	16.6	3.4	-0.6	-7.8	3.8	-9.2	1.1
O=C(COC(=O)C1CC(=O)N(Cc2ccco2)C1)c1ccc(OC(=O)c2ccccc2)cc1 (stereo not drawn)	-16.9	10.4	1.7	-10.9	16.7	5.6	1.7	-6.3
COc1cccc(CC2(CO)CCCN(Cc3ccc(CN4CCCCC4)s3)C2)c1 (stereo not drawn)	2.7	-5.8	5.7	22.6	-7.7	11.5	-17.9	6.5
CCOC(=O)CSc1nnc(CNC(=O)c2ccc(S(=O)(=O)N3CCCC3)cc2)n1C	-12.9	8.0	-12.3	-11.7	9.6	3.1	-5.6	-0.6
CN(C(=O)c1cccc(NC(=O)Cc2cccc(NC(=O)C3CCCN(C(=O)C4CCCCC4)C3)c2)c1)C1CC1 (stereo not drawn)	-5.7	15.3	/	-2.4	/	/	/	-1.7
CN1CCN(C(=O)/C(=C\c2cccnc2)NC(=O)c2cccc(Br)c2)CC1	0.4	9.8	-1.0	3.7	10.0	13.3	-4.9	5.3
COc1ccc(OCc2cc(C(=O)N3CCOCC3)no2)c(Cl)c1	8.1	-16.2	-4.5	15.8	-139.8	16.1	-122.6	5.1
CCOc1ccc(-c2c(C(=O)N/N=C/c3ccc(O)cc3)nnn2-c2nonc2N)cc1	2.4	-2.3	-6.7	9.3	22.4	4.7	-4.1	0.6
CCCCn1nnc(NC(=O)CC23CC4CC(CC(C4)C2)C3)n1	-2.8	-1.2	-1.3	7.1	-10.5	-4.2	8.7	8.1
CCCCc1cc(=O)oc2cc(O)ccc12	-1.4	2.9	15.8	1.0	10.8	-4.0	3.4	4.6
CC1CN(S(=O)(=O)c2cccc(C(=O)N(CCc3ccccc3)Cc3ccccc3)c2)CC(C)O1 (stereo not drawn)	15.0	21.9	-1.4	10.9	-44.0	-80.8	-20.6	-1.4
COc1ccc(CCNC(=O)COC(=O)c2cc(=O)[nH]c3ccccc23)cc1	-3.7	6.6	-1.5	4.5	-4.2	-6.2	-5.0	0.8
CCOC(=O)CSc1nnc(-c2ccc(S(=O)(=O)NCc3cccs3)cc2)o1	-11.4	-16.5	8.2	-29.1	17.3	-7.2	16.1	-4.9
O=C(O)c1ccc2c(c1)S(=O)(=O)N=C1CCCCCN12	1.6	-5.1	6.2	4.5	-0.4	-2.0	0.3	10.0
Cc1ccc(NC(=O)CC2SC(=O)NC2=O)cc1 (stereo not drawn)	-4.9	16.2	10.1	2.9	-7.5	-2.0	6.4	7.7
CC1(C)CC(NC(=O)CCc2nnc(CCCCc3ccccc3)o2)CCO1 (stereo not drawn)	-3.1	14.5	2.4	3.4	6.9	5.1	22.0	-1.0
C=CCN1C=C2C(=O)C(C)(OC(=O)CCC(=O)OC)C(=O)C=C2C=C1C1CC1 (stereo not drawn)	-36.3	-18.3	-32.0	-1.0	4.1	-80.4	12.9	-14.6

A few values from above.
UBC13 polyUb, `CC1CN(S(=O)(=O)c2cccc(C(=O)N(CCc3ccccc3)Cc3ccccc3)c2)CC(C)O1` (stereo not drawn) = -1.4
697 NFkB inh, `COc1ccc(OCc2cc(C(=O)N3CCOCC3)no2)c(Cl)c1` = -139.8
Gli-Sufu block, `CCCCn1nnc(NC(=O)CC23CC4CC(CC(C4)C2)C3)n1` = 7.1
EBI2 antag, `O=C(O)c1ccc2c(c1)S(=O)(=O)N=C1CCCCCN12` = 1.6
Jurkat NFkB inh, `CC1(C)CC(NC(=O)CCc2nnc(CCCCc3ccccc3)o2)CCO1` (stereo not drawn) = 22.0

(next part)
SMILES	EBI2 antag	CCR6 antag	UBC13 polyUb	Gli-Sufu block	697 NFkB inh	APJ antagonist	Jurkat NFkB inh	CXCR6 inh
Cc1cccc(NC(=O)c2ccc(Cl)c(S(=O)(=O)N3CCc4ccccc43)c2)n1	11.0	12.0	-5.8	-12.8	-15.5	7.2	-15.6	-1.4
Cc1nc2ccc(C(=O)Nc3ccccc3Cl)cc2s1	-13.4	10.0	-4.9	-80.4	-108.4	-27.1	-85.9	3.1
O=C(Cn1c(=O)ccn(Cc2ccccc2)c1=O)Nc1cccc(S(=O)(=O)N2CCOCC2)c1	-7.9	9.3	1.5	-2.5	-2.5	22.9	0.5	-3.2
CCn1c(=O)cc(N2CCC3(CC2)OCCO3)[nH]c1=O	-1.7	-6.5	3.8	/	5.8	-1.1	-3.7	-7.0
O=C(CN1CCN(S(=O)(=O)N2CCCCCC2)CC1)Nc1ccc(Br)cc1	24.7	13.2	?	0.1	7.3	-9.4	-19.0	1.2
CSC1(SC2=NCCN2)SC2(NCCN2)S1	1.1	12.0	/	7.5	/	/	/	8.3
COc1ccccc1C(=O)Nc1c(-c2ccccc2)nc2ccccn12	5.2	6.1	0.1	10.2	10.6	4.7	-16.4	1.6
CCOC(=O)C(NC(=O)CC)(Nc1ccc(S(=O)(=O)Nc2cc(C)on2)cc1)C(F)(F)F (stereo not drawn)	-0.2	-4.7	-4.0	4.8	-24.5	13.5	14.0	0.5
CSc1nc(N2CCOCC2)c2sccc2n1	-3.4	4.7	6.6	0.5	-3.7	16.3	-3.3	1.9
CN(C)CC(C)(C)CNC(=O)C1CCN(CCCc2ccccc2)CC1	-7.5	4.3	8.7	12.6	3.8	22.4	-13.4	-2.5
Cc1nn(C(C)C)c(C)c1[C@@H]1C[C@H]2CN(Cc3cccc(Cl)c3)C(=O)[C@]23CCCN13	-1.2	9.3	-3.7	-3.3	-9.6	-9.7	-4.5	4.7
CCCCn1ccnc1C(=O)c1cc(S(=O)(=O)N2CCOCC2)ccc1C	1.5	-1.2	1.2	17.6	-19.9	15.9	21.3	-13.8
CCc1ccccc1N(CC(=O)N1CCN(c2ccccc2F)CC1)S(C)(=O)=O	6.4	1.8	-30.5	2.1	-4.4	-13.5	0.4	1.2
CCc1ccccc1Nc1nc(N)nc(COC(=O)CCC(=O)c2ccc(F)cc2)n1	6.2	-9.1	-10.4	-0.2	-0.6	1.6	-1.5	0.1
CCOC(=O)N1CCN(C(=O)c2cccc(-n3c(=S)[nH]c4cc(Cl)ccc4c3=O)c2)CC1	2.4	-1.8	38.9	-2.2	20.6	12.6	9.5	0.7
COc1ccc(C(=O)COC(=O)C2CCCN2C(=O)C23CC4CC(CC(C4)C2)C3)cc1 (stereo not drawn)	-6.9	-5.2	7.3	-14.6	10.4	-10.8	11.4	2.5
COc1ccc(OC)c(C(=O)NC(CC(N)=O)c2ccc(N3CCN(c4ccc(F)cc4)CC3)c([N+](=O)[O-])c2)c1 (stereo not drawn)	-12.6	10.3	1.8	-6.5	6.5	20.4	-1.4	4.0
NNC(=S)Nc1c(Br)cc(F)cc1Br	0.5	-21.0	-1.1	-2.7	-9.0	-19.3	-14.3	1.4
COc1ccc(C(=O)c2ccccc2C(=O)c2ccccc2)cc1	5.5	21.6	/	2.5	/	/	/	7.6
CC(C)(C)c1ccc(-c2n[nH]c(=S)n2CCCN2CCOCC2)cc1	-2.2	-10.4	4.0	-2.2	-7.3	-15.8	5.2	6.6
O=C(COC(=O)Cc1ccc(F)cc1)NC1CCCC1	0.4	9.2	3.9	-2.9	12.3	10.1	0.4	-6.4
CCOc1ccc(N(CC)S(=O)(=O)c2c(C)[nH]c(=O)[nH]c2=O)cc1	-10.9	6.9	3.1	5.2	7.4	17.1	0.3	3.4
O=C(c1ccccc1)c1ccc(OCCOCCN2CCN(Cc3ccccc3)CC2)cc1	-2.8	7.2	1.2	68.0*	3.5	8.2	13.2	-0.7
COc1ccc2[nH]c3c(NCCCN4CCCC4=O)ncnc3c2c1	7.2	3.9	3.1	-5.0	16.0	15.1	-15.5	6.1
CC1CCN(S(=O)(=O)c2ccc(NC(=O)C3CCN(C(=O)c4ccco4)CC3)cc2)CC1	-9.2	15.5	3.0	6.1	-30.5	-17.9	9.9	-3.9
CC(=O)Nc1ccc(SCC(=O)Nc2ccccc2Oc2ccccc2)cc1	6.4	16.0	-3.0	-0.1	0.7	13.7	9.1	1.1
CCCCn1c(N)c(N(CCOC)C(=O)COC(=O)COc2cccc(C(C)=O)c2)c(=O)[nH]c1=O	-4.3	2.9	-0.4	-1.8	7.3	12.4	1.2	2.8
O=C(c1cc(COc2c(F)cccc2F)on1)N1CCCCCC1	15.3	1.3	-5.0	-45.3	-135.2	-32.3	-52.9	-3.2
CC(C)(C)NC(=O)CCC1COc2ccccc2O1 (stereo not drawn)	-7.8	0.2	4.8	2.2	10.4	8.4	-8.3	-6.5
COc1ccc(CN2C(=O)C(Cc3ccccc3)Nc3ncnc(N4CCc5ccccc5C4)c32)cc1 (stereo not drawn)	/	/	-27.8	/	0.4	-35.9	2.9	/
COc1cc(CNCCc2ccccc2)ccc1OCc1ccc(Cl)nc1	0.6	11.8	15.5	3.6	-13.1	7.8	-17.6	-0.5
CC(=NCCN1CCNCC1)C1=C(O)CC(C)(C)CC1=O	-10.3	-12.4	-3.1	/	16.1	12.5	-1.3	-3.1
Cc1cc(C)c(C#N)c(SCC(=O)NN2CC(=O)N(c3ccccc3F)CC2=O)n1	-0.5	6.9	-3.6	-0.8	-12.5	12.4	3.0	-14.7
CCOC(=O)c1sc(SC)nc1N	5.1	3.8	0.4	-10.1	0.8	3.1	6.2	-8.4
COc1cccc2cc(C(=O)N3CCc4ccccc43)c(=O)oc12	-2.9	9.6	-5.5	3.0	3.6	22.4	12.9	-1.8
CC(=O)Nc1ccc(NC(=O)Nc2cccc3ccccc23)cc1	-4.4	-0.6	-7.4	-7.8	-3.5	-50.6	-11.8	-13.5
COC(=O)c1cc(S(=O)(=O)N2c3ccccc3CC2C)cn1C (stereo not drawn)	-3.6	16.5	6.1	-1.3	5.9	8.5	3.9	8.0
O=C(C1CC(=O)N(C2CCCC2)C1)N1CCN(c2ccc(F)cc2)CC1 (stereo not drawn)	-1.3	-9.5	2.0	-0.3	7.7	19.0	6.2	12.8
CC(C)=CCN1CCN(Cc2nc(-c3ccccc3)cs2)CC1CCO (stereo not drawn)	-9.4	16.0	-7.3	-0.3	-10.7	-22.6	-2.7	-11.3
NC(=O)CC(NC(=O)Cc1cccc2ccccc12)c1ccc(N2CCN(c3ccccc3)CC2)c([N+](=O)[O-])c1 (stereo not drawn)	-4.5	17.0	-7.3	5.8	-0.1	-5.7	14.5	4.2

Record cards, from the list above. Order of values: EBI2 antag	CCR6 antag	UBC13 polyUb	Gli-Sufu block	697 NFkB inh	APJ antagonist	Jurkat NFkB inh	CXCR6 inh
Profile of CC(=NCCN1CCNCC1)C1=C(O)CC(C)(C)CC1=O → -10.3	-12.4	-3.1	/	16.1	12.5	-1.3	-3.1
Profile of CCOC(=O)c1sc(SC)nc1N → 5.1	3.8	0.4	-10.1	0.8	3.1	6.2	-8.4

(list continues)
SMILES	EBI2 antag	CCR6 antag	UBC13 polyUb	Gli-Sufu block	697 NFkB inh	APJ antagonist	Jurkat NFkB inh	CXCR6 inh
Cc1ccc(C(c2sc3ncnn3c2O)N2CC(C)CC(C)C2)cc1 (stereo not drawn)	-0.7	9.8	-9.4	-1.1	19.4	0.6	17.0	-0.2
CCOc1ccc(N2CC(C(=O)N3CCc4ccccc43)CC2=O)cc1 (stereo not drawn)	5.2	1.4	4.1	24.6	3.0	7.1	-2.2	-4.2
O=C(COc1ccc(Cl)c(Cl)c1)NN1C(=O)C2C(C1=O)C1C=CC2C12CC2 (stereo not drawn)	-7.4	12.8	7.3	-13.1	-0.2	3.5	-7.9	3.4
CC(C)(C)OC(=O)C[C@@H]1C/C=C\C[C@@H](CC(=O)NCCO)C(=O)NC[C@H](c2ccccc2)OC1=O	-0.4	5.5	-1.4	1.3	15.5	3.6	4.3	1.5
Clc1ccc(OCc2nc(-c3ccccn3)n[nH]2)cc1	-0.9	-6.2	-33.8	-22.8	-37.6	2.2	-18.3	-5.9
